# PMI act – activators of human phosphomannose isomerase; P34949; purified human PMI, coupled resazurin fluorescence, 20 min; stronger effect = higher value; 1 = vehicle control, 0 substrate-free wells; activation factor at 20 µM; hit rate 0.005% among 190,000;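 active = activation factor of 2 or more at 20 µM, relative to plate controls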
# TNAP inh noacc – inhibitors of human TNAP without phosphate acceptor | hit rate 0.26% among 200,000 | AID 1012 | purified TNAP, CDP-star luminescence, 30 min | inhibition, % at 20 µM | P05186;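 active = tissue-nonspecific alkaline phosphatase inhibition above about 50% at 20 µM in the single-dose screen, limit read from the data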;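 also: 0% = DMSO negative control and 100% = EDTA positive control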
# Target sequence (P05186 whole entry, looked up): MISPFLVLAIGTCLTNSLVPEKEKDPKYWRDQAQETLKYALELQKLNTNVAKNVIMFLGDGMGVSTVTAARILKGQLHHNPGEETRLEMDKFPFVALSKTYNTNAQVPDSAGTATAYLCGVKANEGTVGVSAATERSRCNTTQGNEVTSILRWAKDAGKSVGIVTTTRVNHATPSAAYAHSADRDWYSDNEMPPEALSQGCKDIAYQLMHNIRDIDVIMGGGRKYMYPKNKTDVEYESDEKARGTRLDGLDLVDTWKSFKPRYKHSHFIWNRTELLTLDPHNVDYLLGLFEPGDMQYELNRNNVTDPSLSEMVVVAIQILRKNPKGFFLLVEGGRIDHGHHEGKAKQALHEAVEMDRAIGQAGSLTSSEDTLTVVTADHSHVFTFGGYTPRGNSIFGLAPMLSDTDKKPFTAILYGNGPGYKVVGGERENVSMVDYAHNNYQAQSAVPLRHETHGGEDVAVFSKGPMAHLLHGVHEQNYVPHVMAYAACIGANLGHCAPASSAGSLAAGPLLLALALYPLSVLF
# TNAP act hiacc – increases human TNAP activity under high phosphate acceptor concentration. P05186. activation factor at 20 µM. 200,000 tested, under 10 active. purified TNAP, CDP-star luminescence, 1 M DEA, 30 min; stronger effect = higher value; 0 = EDTA background, 1 = DMSO-only activity. AID 1136;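 active = activation factor at least 2 at 20 µM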
#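 Dosing: 20 µM single point. System: human TNAP. Amount: TNAP 1/800 final. Incubation: 30 min, room temperature. Read-out: TNAP activation factor scaled between EDTA and DMSO control wells. Signal: luminescence from CDP-star hydrolysis. Medium: 1 M DEA, pH 9.8, Mg2+, Zn2+. Control set: EDTA negative control, DMSO positive control.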
# FLuc act counter – affects firefly luciferase, flagging false hits in luciferase stimulation screens. P08659. AID 1027. 200,000 tested, under 10 active. activation factor at 10 µM. ATPlite luciferase biochemical, luminescence, 10 min; 0 = ATP-free wells, 1 = DMSO control;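 active = luciferase activation factor, scaled between plate controls, of at least 2 with compound at 10 µM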
# Target sequence (P08659 whole entry, looked up): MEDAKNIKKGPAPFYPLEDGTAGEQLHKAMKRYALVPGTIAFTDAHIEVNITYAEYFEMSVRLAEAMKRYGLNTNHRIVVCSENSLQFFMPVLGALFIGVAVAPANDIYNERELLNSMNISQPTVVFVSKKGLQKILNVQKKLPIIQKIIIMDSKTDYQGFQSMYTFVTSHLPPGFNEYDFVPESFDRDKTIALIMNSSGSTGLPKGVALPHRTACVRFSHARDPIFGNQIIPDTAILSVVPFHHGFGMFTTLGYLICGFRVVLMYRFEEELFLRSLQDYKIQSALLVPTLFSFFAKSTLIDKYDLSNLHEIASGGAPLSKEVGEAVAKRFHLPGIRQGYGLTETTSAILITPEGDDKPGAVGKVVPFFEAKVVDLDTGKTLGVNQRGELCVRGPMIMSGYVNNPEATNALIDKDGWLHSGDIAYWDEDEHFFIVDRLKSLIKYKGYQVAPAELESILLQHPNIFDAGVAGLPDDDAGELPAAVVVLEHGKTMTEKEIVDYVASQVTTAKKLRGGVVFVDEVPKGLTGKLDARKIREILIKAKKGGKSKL
#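 System: luciferase plus luciferin reagent, cell-free; medium: PBS as buffer for the ATP substrate; dosing: test compounds dosed from 2 mM stocks in 100% DMSO; timing: 10 min post-reagent at room temperature; measured by: luminescence measurement of luciferase light output; evaluation: luciferase activation, seen as luminescence increase over controls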
# PMI act satM6P – PMI (human) activation, high substrate | P34949 | coupled PMI enzyme assay, resazurin fluorescence, 20 min; stronger effect = higher value; 1 = untreated enzyme, 0 = substrate-free blank | activation factor at 20 µM | hit rate 0.34% among 190,000;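 active = activation factor of 2 or more at 20 µM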
#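 Test system: Human PMI in coupled enzyme assay | Input: 15 ng/mL PMI | Medium: HEPES-buffered pH 7.4 with magnesium and detergent | Compound: One concentration, 20 µM, in 1% DMSO | Incubation: Enzyme reaction with compound 20 min at room temperature | Detection: Diaphorase-driven resazurin-to-resorufin fluorescence, excitation 544, emission 590 nm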
# FLuc inhib CS – Photinus pyralis luciferase inhibition counter-screen. ATPLite firefly luciferase biochemical luminescence, 10 min. inhibition, % at 10 µM. hit rate 1.5% among 200,000;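 active = inhibition above about 50% when tested at 10 µM, limit read from the data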
# bIAP activator – increases bovine intestinal alkaline phosphatase activity | hit rate 0.17% among 200,000 | purified bovine IAP, CDP-star luminescence, 30 min; stronger effect = higher value; fold of DMSO-control signal, blank-subtracted | activation factor at 20 µM;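 active = activation factor of 2 or more at 20 µM, a signal rise over negative controls twice the positive control's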
# APP 5'UTR act – activates APP 5'UTR luciferase reporter; SH-SY5Y APP 5'UTR luciferase reporter, luminescence; zero percent = DMSO vehicle wells; activation, % at 2 µM; hit rate 1% among 190,000;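 active = activation above a set limit, based on mean plus 3 SD of controls, cut at about 140% in these data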; also: values of inactives mirror those of a sister screen read the other way
# TNAP inh hi DEA – blocks human TNAP under high phosphate acceptor concentration; P05186; purified TNAP, CDP-star luminescence, 1 M DEA; inhibition, % at 20 µM; hit rate 0.03% among 200,000; AID 1135;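 active = over 50% inhibition of tissue-nonspecific alkaline phosphatase at 20 µM in the single-dose screen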;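 also: plate controls were DMSO wells for no effect and EDTA-quenched wells as full inhibition for full effect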
# NF-kB neuron act – raises NF-kB expression in human neuronal cells | fold change at 12.5 µM | NF-kB reporter expression; stronger effect = higher value | hit rate 1.6% among 190,000; in the data active = fold change above about 3.3
# * hit, by the source's call; nt = not tested or not shown.
Molecule	PMI act	TNAP inh noacc	TNAP act hiacc	FLuc act counter	PMI act satM6P	FLuc inhib CS	bIAP activator	APP 5'UTR act	TNAP inh hi DEA	NF-kB neuron act
O=C(Nc1ccc(F)cc1F)N1CCC(c2nc3ccccc3o2)CC1	0.9	-8	1	1	1	-5	0.9	15	0	1.1
COc1ccc(CCC(=O)Nc2ccc(C)c([N+](=O)[O-])c2)cc1	0.9	-4	1	1	0.9	0	0.9	24	-1	1
CCOC(=O)C1=C(C)N=c2s/c(=C\c3ccncc3)c(=O)n2C1c1ccc2c(c1)OCO2 (configuration not stated)	0.8	2	1	1	0.9	-1	1	-20	3	0.97
Cc1nc(Cl)sc1C(=O)Nc1ccccc1	1.1	3	1	0.9	1.1	7	0.9	-2	-4	1.2
C=CC(=C)CC(NC)c1ccccc1 (configuration not stated)	1.1	-10	1	1.1	1	-5	1	-13	-4	0.99
O=C(/C=C/c1cccc([N+](=O)[O-])c1)Nc1ccccc1N1CCOCC1	1	-8	1.1	1	1	-4	1	-18	-6	0.85
O=C(Cn1cc[n+](Cc2ccccc2)c1)c1ccc([N+](=O)[O-])cc1	1.2	6	1	1.1	1	-6	0.9	14	4	0.83
Cc1ccc(NS(=O)(=O)c2cccc([N+](=O)[O-])c2)nc1	1	-13	1	1	0.9	-2	1	13	-4	0.98
CC(C)N(Cc1ccccc1)C(=O)CCc1ccccc1	1	-8	1.1	1	1.1	-2	1.3	14	-5	1.1
O=C(CCC(=O)Nc1ccccc1)NCCO	1.1	-10	1	1	1.1	-4	0.9	-11	-2	1.2
CCOC(=O)c1c(NC(=O)CSc2nnnn2C)sc(C)c1-c1ccc(C)cc1	0.9	-5	1.1	1.1	0.8	-7	1	5	-10	0.92
CC1(C)CC(=O)C(C=Nc2ccc(C(=O)c3ccccc3)cc2N=CC2=C(O)CC(C)(C)CC2=O)=C(O)C1	1.2	-94	0.9	1.1	0.9	-8	0.9	12	6	1.1
CC(=O)c1cnc2sccn2c1=O	1	-2	0.9	1	1	-2	1.1	4	5	1.1
Cc1ccc(COn2c(-c3ccc(Cl)cc3Cl)nc3ncccc32)cc1	0.9	1	1	1	0.9	-4	1	0	2	0.98
Cc1ccc2nc(NC(=O)COC(=O)c3ccncc3)sc2c1	1	-24	1	0.9	1	7	0.9	25	-4	1.9
COc1cc(OC)c(C2=NOC(C(=O)N3CCN(C(=O)c4ccco4)CC3)C2)cc1Cl (configuration not stated)	1	-12	1	1	1.1	-1	1.2	16	-4	1.2
Cc1ccc(N2CC(C(=O)OCC(=O)C(C)(C)C)CC2=O)cc1C (configuration not stated)	1.1	-13	1.1	1.1	1	-8	0.9	-6	-8	1.1
Cc1cccn2c(CN3CCNC(=O)CC3)c(C(=O)N(C)CCc3ccccc3)nc12	1.1	-8	1.1	1.1	1	-7	1	7	-7	1
Cc1ccc(/C=C2/C(=O)N=C(N)N2C)s1	1	-4	1	1	1	-4	0.8	0	0	1.4
Cc1ccc2nc(CSc3nnc(Nc4ccccc4F)s3)cc(=O)n2c1	0.9	25	1	1.1	1	-8	0.9	-7	0	1.1
CCOC(=O)Cc1csc(NC(=O)CSc2ncnc3c2cnn3-c2ccc(OC)cc2)n1	0.8	-8	1	0.9	0.8	8	1	24	-4	0.74
O=C(CCC(=O)OCC(=O)c1ccc(Br)cc1)NC1CCCCC1	0.8	-4	1	1	0.9	3	0.8	1	-1	1.6
COCCn1c(=O)[nH]c2cc(C(=O)NCCN3CCN(c4cccc(Cl)c4)CC3)ccc2c1=O	1	-9	1	1.1	1.1	-6	0.9	0	-1	0.94
COc1ccccc1/C=N/NC(=O)c1csc(C)c1C	1	-6	1	0.3	1	71*	0.9	18	-4	1
Cc1nn(-c2ccccc2)c(/N=C/c2ccc(O)cc2)c1-c1ccccc1	1	-14	1	1	1.1	1	1	47	-2	1.4
Cc1sc2nc(C(C)Sc3n[nH]c(N)n3)[nH]c(=O)c2c1C (configuration not stated)	1.2	-98	1	1	1.1	-3	1.4	9	0	1.2
Cc1[nH]c2ccccc2c1/C=N/NC(=O)c1cccc(S(=O)(=O)Nc2cccc(C(F)(F)F)c2)c1	0.9	-4	1	1.1	1	-5	1	-16	0	1.2
Cc1ccnc(NS(=O)(=O)c2ccc(NC(=O)C3C4C=CC(C4)C3C(=O)O)cc2)n1 (configuration not stated)	1	-11	1	1.1	1	-7	0.9	-4	-4	1.1
CN(C)c1ccc(N=Nc2ccccc2C(=O)OCC(=O)Nc2ccccc2C(F)(F)F)cc1	0.9	28	0.7	0.8	1	16	0.9	24	29	1.9
O=C(COC(=O)c1cccnc1Nc1cccc(C(F)(F)F)c1)NC1CCS(=O)(=O)C1 (configuration not stated)	0.7	-14	1	1	0.7	-3	0.9	-10	-1	1.1

# Overlap with the part before: 4 entries; new compounds follow.
Molecule	PMI act	TNAP inh noacc	TNAP act hiacc	FLuc act counter	PMI act satM6P	FLuc inhib CS	bIAP activator	APP 5'UTR act	TNAP inh hi DEA	NF-kB neuron act
Cc1[nH]c2ccccc2c1/C=N/NC(=O)c1cccc(S(=O)(=O)Nc2cccc(C(F)(F)F)c2)c1	0.9	-4	1	1.1	1	-5	1	-16	0	1.2
Cc1ccnc(NS(=O)(=O)c2ccc(NC(=O)C3C4C=CC(C4)C3C(=O)O)cc2)n1 (configuration not stated)	1	-11	1	1.1	1	-7	0.9	-4	-4	1.1
CN(C)c1ccc(N=Nc2ccccc2C(=O)OCC(=O)Nc2ccccc2C(F)(F)F)cc1	0.9	28	0.7	0.8	1	16	0.9	24	29	1.9
O=C(COC(=O)c1cccnc1Nc1cccc(C(F)(F)F)c1)NC1CCS(=O)(=O)C1 (configuration not stated)	0.7	-14	1	1	0.7	-3	0.9	-10	-1	1.1
CCOC(=O)c1cc(-c2ccccc2)sc1NC(=S)Nc1cc(C)ccn1	0.6	-12	1	1	1.2	-3	0.8	-6	-2	0.83
COc1cc(C#N)c(NC(=S)N2CCOCC2)cc1OC	1	-6	1	1	0.9	-5	1	5	-1	1.4
CC(C)(C)NC(=O)CSc1nnc(-c2ccccn2)n1-c1ccccc1	0.9	-10	1	1	0.9	-4	0.9	-13	-4	1.2
CC(=O)Nc1cccc(Nc2nc(-c3ccccc3F)nc3ccccc23)c1	0.8	-11	1	1	0.8	-4	0.9	5	-3	0.46
COc1ccc(OC)c(N(CC(=O)O)S(=O)(=O)c2ccc(OC)c(OC)c2)c1	0.9	-1	0.9	1	1	1	1	32	6	1.1
CC(=O)c1cccc(NC(=O)Nc2ccc3c(c2)N(C)C(=O)CS3)c1	0.9	-4	1	0.9	0.9	6	0.9	0	-4	0.39
O=C(CCn1c(=O)[nH]c2ccccc2c1=O)N1CC=C(c2ccccc2)CC1	1	-10	1	1	1	-4	0.9	5	-1	1
CN(C)/C(CN1CCN(C=O)CC1)=C1\N=C(c2ccccc2)OC1=O	1	-2	1	1	0.9	1	0.9	-5	2	1.1
Cc1cccc(N2CCN(C(=O)c3cc(S(=O)(=O)N(C)C)ccc3N3CCCC3)CC2)c1C	1.1	-13	1.1	1	1	-4	1.1	8	-6	0.64
CCCC(c1nnnn1C(C)(C)CC)N(Cc1ccco1)Cc1cc2ccc(OC)cc2[nH]c1=O (configuration not stated)	0.8	-8	1	1.1	0.8	-8	0.9	4	-4	0.61
Cc1cccc(C)c1NC(=O)NC1(C(=O)NCCCN2CCOCC2)CCCCC1	1.1	-12	1	1	1	-4	0.9	6	-2	1.3
Cc1cccc(C(=O)NC(NCc2ccco2)C(Cl)(Cl)Cl)c1 (configuration not stated)	0.9	-6	1	1	0.9	-4	0.9	-16	0	1.2
COc1cc(C2C(C#N)=C(N)Oc3cc(C)oc(=O)c32)ccc1OC(=O)N1CCOCC1 (configuration not stated)	0.9	-4	1	1.1	1	-6	1	-15	-2	1.1
O=C(CSc1nnc(CNC(=O)c2ccco2)o1)c1ccccc1	1	-15	1	1	1	0	0.9	-8	-2	1.2
CCCC(C(=O)NCc1ccco1)N(C(=O)CNS(=O)(=O)c1ccccc1)c1ccccc1OC (configuration not stated)	0.9	-7	1	1	1	0	0.8	2	-2	0.97
O=C(c1ccc(Cn2c(=O)[nH]c3ccccc3c2=O)cc1)N1CCN(c2ccc(Cl)cc2)CC1	0.8	0	1	1	0.8	-4	0.9	12	1	0.41
NC(=O)NC(CC(=O)OCC(=O)NC(=O)NCc1ccco1)c1ccc(Cl)cc1 (configuration not stated)	1	-3	1	1	0.9	0	1	-55	4	0.97
COc1ccc(N(CC(=O)Nc2cc(Cl)ccc2OC)S(=O)(=O)c2c(C)noc2C)cc1	0.9	-16	1.1	1.1	0.9	-7	1	-54	-10	1.1
COc1ccc(OCCCC(=O)Nc2cccc([N+](=O)[O-])c2)cc1	0.9	-8	1	1.1	0.9	-6	1.1	-9	-5	0.99
COC(=O)c1ccccc1NC(=O)c1cc2n(n1)C(C(F)F)CC(C(F)F)N2 (configuration not stated)	0.9	-12	1	1	1	-2	0.7	-1	-4	1.1
CC(C)(C)c1cc[n+](/C(C(=S)NC2CC2)=C(/[O-])c2ccc(Cl)s2)cc1	1	-3	1	1	0.9	-2	0.9	nt	4	1.6
COc1cc(S(=O)(=O)Nc2cccc(C)c2)ccc1N=Cc1c(C)[nH]n(-c2ccccc2)c1=O	1	-20	1	1	1	1	0.8	-9	1	2.2
Cc1cc(Nc2ccccc2)n(C(=O)c2ccc(N)cc2)n1	1	-1	1.1	0.9	0.9	10	0.9	-29	-5	1.8
CC(C)c1nc2ccccc2n1CCC(=O)O	1	-10	1	1.1	1	-6	0.9	-6	-5	1.3
Cc1cc(F)ccc1S(=O)(=O)Nc1ccccc1C(=O)Nc1ccccc1N1CCOCC1	0.9	-8	1	1	1	-4	1	5	3	1
O=C(NCCC1=CCCCC1)C1CCC(CNc2nc(=S)[nH]c3ccccc23)CC1 (configuration not stated)	1	-9	1	1.1	1.1	-6	1.1	-18	-4	1.1
COC(=O)C1=C(C)N(c2ccc(C)cc2)/C(=C/c2cccs2)C1=O	0.8	4	1	1	0.8	0	0.9	6	5	1.1
Cc1nc(OCC(=O)c2ccc(Cl)cc2)c(C#N)c2c1COC(C)(C)C2	1	0	1	1.1	1	-8	0.9	11	-5	0.74
COc1ccc(OC)c(-n2c(=O)c3ccccc3c3ccccc3c2=O)c1	0.8	6	1	1.1	1	-9	0.8	-1	1	0.92
O=C(c1ccccc1)c1cccn1CC(=O)N1CCc2ccccc2C1	1	-7	1	1.1	1	-5	1.1	-9	-3	1
COc1cc(C(=O)Nc2ccc(Cl)c(C(F)(F)F)c2)cc(OC)c1OC	0.8	-7	1	1	0.9	1	0.5	18	4	0.98

# Screens deposited in PubChem BioAssay by several laboratories.

# Rows were taken by chance. Share with any hit: about 3.6%.
